Compound activity deposited in PubChem BioAssay by several laboratories.
CHT allo act: CHT positive allosteric modulators, primary screen, cell-based, membrane potential dye, choline EC20; 0.49% of 310,000 active; AID 488977, 2010; High affinity choline transporter 1 (Homo sapiens), Q9GZV3; B-score at 10 µM; CHT-expressing cells; active compounds read high; LV-AA mutant CHT in HEK293 cells;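 active = initial fluorescence not abnormally high and integrated response B-score, plate-corrected, over 3 SD above library mean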
Target sequence (Q9GZV3 whole entry, looked up): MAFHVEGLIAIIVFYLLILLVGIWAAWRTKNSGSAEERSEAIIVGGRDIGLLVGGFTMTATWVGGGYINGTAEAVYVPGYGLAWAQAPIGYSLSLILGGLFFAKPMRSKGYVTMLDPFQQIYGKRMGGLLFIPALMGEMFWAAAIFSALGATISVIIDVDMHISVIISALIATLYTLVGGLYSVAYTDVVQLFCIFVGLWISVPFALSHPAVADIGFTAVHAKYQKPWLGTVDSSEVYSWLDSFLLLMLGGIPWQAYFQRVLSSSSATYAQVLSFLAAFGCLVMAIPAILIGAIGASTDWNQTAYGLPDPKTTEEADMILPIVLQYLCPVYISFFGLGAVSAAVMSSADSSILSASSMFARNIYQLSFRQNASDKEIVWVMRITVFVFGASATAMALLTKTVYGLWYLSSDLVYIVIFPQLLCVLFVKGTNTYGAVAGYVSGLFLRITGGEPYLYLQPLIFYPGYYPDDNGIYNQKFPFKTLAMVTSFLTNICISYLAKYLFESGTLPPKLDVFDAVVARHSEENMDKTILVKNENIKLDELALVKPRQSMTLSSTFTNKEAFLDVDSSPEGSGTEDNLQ
OX1R antag: OX1R (HCRTR1) antagonists, primary screen, fluorescence, CHO/OX1R cells, Fluo-8 calcium, orexin A. Orexin/Hypocretin receptor type 1 (Homo sapiens), O43613. Fluo-8 calcium fluorescence. inhibition, % at 5 µM. 0.43% of 330,000 active. AID 434989, 2010;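 active = inhibition above its plate's threshold, mean inhibition of all tested compounds on the plate plus 3 SD, cut at about 37% in these data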;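 also: 0% = orexin A challenge wells and 100% = SB-334867-A antagonist wells; not every result past the cut was called active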
Target sequence (O43613 whole entry, looked up): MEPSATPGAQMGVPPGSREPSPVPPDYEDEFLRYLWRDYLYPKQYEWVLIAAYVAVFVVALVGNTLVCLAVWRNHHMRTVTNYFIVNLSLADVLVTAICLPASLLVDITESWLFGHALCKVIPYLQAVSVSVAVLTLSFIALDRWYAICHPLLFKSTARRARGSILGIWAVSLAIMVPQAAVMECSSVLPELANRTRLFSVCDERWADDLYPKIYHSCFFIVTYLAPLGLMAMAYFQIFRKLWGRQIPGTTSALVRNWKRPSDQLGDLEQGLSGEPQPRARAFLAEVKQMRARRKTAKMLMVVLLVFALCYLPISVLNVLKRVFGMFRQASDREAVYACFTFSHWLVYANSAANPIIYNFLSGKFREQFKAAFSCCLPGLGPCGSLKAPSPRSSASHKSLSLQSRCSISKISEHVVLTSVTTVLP
* = called active by the depositor; i = inactive; / = not tested or not shown.

Sample of the layout:
SMILES	CHT allo act	OX1R antag
O=C(CN1CCN(Cc2ccccc2F)C1=O)NCc1ccco1	i	-9
CCOC(=O)C(C)(C)Oc1ccc(Cl)cc1	i	-3
Cc1cc(CN(C)C(=O)CC2C(=O)NCCN2Cc2c(F)cccc2Cl)n[nH]1 (configuration not stated)	i	-12
CCOc1ccc(CCNC(=O)CSc2cc(=O)n(C)c3cc(Cl)ccc23)cc1OCC	i	-9
CC(=O)N1CCN(c2ccc(NCc3ccc(C)cc3)cc2)CC1	i	-20
Cc1nc2ccc(S(=O)(=O)NC(C(=O)Nc3nc4ccc(Cl)cc4s3)C(C)C)cc2s1 (configuration not stated)	i	-23
O=C(O)CC(NC(=O)C12CC3CC(CC(C3)C1)C2)c1cccc(Cl)c1 (configuration not stated)	i	-8
Cc1ccc(NC(=O)CN(C)C(=O)c2ccc(Cl)c(S(=O)(=O)NCc3ccco3)c2)cc1	/	-12
COc1ccccc1CNC(=O)COC(=O)c1ccc(C)c(S(=O)(=O)N2CCCCC2)c1	i	-28
Cc1nnsc1S(=O)c1ccc(Cl)cc1 (configuration not stated)	i	2
O=C1NC(c2ccccc2)=N/C1=C/c1ccco1	i	1
COC(=O)c1ccc(-c2ccc(F)cc2)nc1C	i	-14
CCc1cccc(NC(=S)N2CCC(c3ccccc3)C2)c1 (configuration not stated)	i	-18
C/C(=N\Nc1nc2ccccc2[nH]1)c1ccc(C)o1	i	-11
Cc1ccc2nc(-c3ccccn3)oc2c1	i	-20
CC(C)OCCCNc1ncnc2c1cnn2-c1ccccc1	i	1
CCN(CC)CCCN(Cc1cc2cc3c(cc2[nH]c1=O)OCO3)C(=S)NCc1ccco1	i	-28
CCn1cc(C(=O)OCc2cccc(Br)c2)c(=O)c2ccc(C)nc21	i	-15

The whole of this part, repeating the preview:
SMILES	CHT allo act	OX1R antag
O=C(CN1CCN(Cc2ccccc2F)C1=O)NCc1ccco1	i	-9
CCOC(=O)C(C)(C)Oc1ccc(Cl)cc1	i	-3
Cc1cc(CN(C)C(=O)CC2C(=O)NCCN2Cc2c(F)cccc2Cl)n[nH]1 (configuration not stated)	i	-12
CCOc1ccc(CCNC(=O)CSc2cc(=O)n(C)c3cc(Cl)ccc23)cc1OCC	i	-9
CC(=O)N1CCN(c2ccc(NCc3ccc(C)cc3)cc2)CC1	i	-20
Cc1nc2ccc(S(=O)(=O)NC(C(=O)Nc3nc4ccc(Cl)cc4s3)C(C)C)cc2s1 (configuration not stated)	i	-23
O=C(O)CC(NC(=O)C12CC3CC(CC(C3)C1)C2)c1cccc(Cl)c1 (configuration not stated)	i	-8
Cc1ccc(NC(=O)CN(C)C(=O)c2ccc(Cl)c(S(=O)(=O)NCc3ccco3)c2)cc1	/	-12
COc1ccccc1CNC(=O)COC(=O)c1ccc(C)c(S(=O)(=O)N2CCCCC2)c1	i	-28
Cc1nnsc1S(=O)c1ccc(Cl)cc1 (configuration not stated)	i	2
O=C1NC(c2ccccc2)=N/C1=C/c1ccco1	i	1
COC(=O)c1ccc(-c2ccc(F)cc2)nc1C	i	-14
CCc1cccc(NC(=S)N2CCC(c3ccccc3)C2)c1 (configuration not stated)	i	-18
C/C(=N\Nc1nc2ccccc2[nH]1)c1ccc(C)o1	i	-11
Cc1ccc2nc(-c3ccccn3)oc2c1	i	-20
CC(C)OCCCNc1ncnc2c1cnn2-c1ccccc1	i	1
CCN(CC)CCCN(Cc1cc2cc3c(cc2[nH]c1=O)OCO3)C(=S)NCc1ccco1	i	-28
CCn1cc(C(=O)OCc2cccc(Br)c2)c(=O)c2ccc(C)nc21	i	-15
COc1cccc(CNc2nc3ccccc3n2C)c1O	i	-28
CC/C(=N\Nc1ccc([N+](=O)[O-])cc1)c1ccccc1	i	-37
O=c1[nH]c2ccc(Br)cc2c(-c2ccccc2)c1N1CCOCC1	i	-29
CN1C(=O)/C(=C/c2ccccc2F)Sc2ccc(C(=O)NCC3CCCO3)cc21 (configuration not stated)	i	-9
COC(=O)[C@H]1C[C@@H]1[C@H](N)c1ccccc1	i	-4
Cc1ccc(C)c(NC(=O)CS(=O)(=O)c2cn(C)c3ccccc23)c1	i	-25
c1ccc(Cn2c(NCc3ccccn3)nc3ccccc32)cc1	i	-31
CCOC(=O)N1CCc2c(sc3nc4n(c(=O)c23)N=C(C)CS4)C1	i	-16
CC(C)CC(C(=O)NCC1CCCO1)N(C(=O)Cn1nnc(-c2ccc(F)cc2)n1)c1ccccc1F (configuration not stated)	i	-13
CSc1ccc(C2=CC(=O)C[C@H](c3ccc(Cl)cc3)C2)cc1	/	-17
N=c1oc2ccc(Br)cc2cc1C(=O)NCc1ccccc1	i	5
COc1ccccc1NC(=S)N1CCN(c2ccccc2F)CC1	i	/
N#Cc1cc2c(nc1S(=O)(=O)Cc1ccccc1)CCCC2	i	-24
CCc1cccc(C)c1NC(=O)CSc1n[nH]c(N)n1	/	0
C=CCn1c(C)cc(C2=NNC(=NCc3ccccc3)SC2)c1C	i	-11
COc1ccc(C(=O)OCC(=O)NC(=O)NCc2ccccc2)cc1[N+](=O)[O-]	/	10
CN(C)C(CNC(=O)c1cccs1)c1ccco1 (configuration not stated)	/	-12
O=C(O)c1cccc(Cn2c(Cl)c(/C=N/NC(=O)c3cc4ccccc4cc3O)sc2=O)c1	i	-1
CCn1cc(C2=NC(C)(C)CO2)c2ccccc21	i	-6
COc1ccccc1N1CCN(C(=O)C(=O)c2cn(CC(=O)N3CCCC3)c3ccccc23)CC1	i	-30
Cc1c(Br)c([N+](=O)[O-])nn1CC(=O)NCc1ccco1	i	0
COC(=O)c1ccc(COc2cccc(OC)c2)o1	i	-9
CCOc1ccccc1C(=O)OCC(=O)Nc1cccc(S(=O)(=O)N2CCCC2)c1	/	-12
COCCNC(=O)C(c1cccs1)N(C(=O)Cn1nnc2ccccc21)c1ccc2c(c1)OCO2 (configuration not stated)	i	-35
CCOc1ccc(OCCOCCN2CCc3ccccc3C2)cc1	i	-19
COc1ccc(OC)c(-c2nc(C(=O)NCCCN3CCOCC3)cc3c2[nH]c2ccccc23)c1	i	-35
Cc1ccc(O)c(C(=O)c2cnc3c(c2)c(-c2ccc(F)cc2)c(C#N)c(=O)n3C)c1	i	-21
CCNc1nc(-c2cc(C)n(Cc3ccco3)c2C)cs1	i	-6
CC(=O)C1C(c2ccc(C)cc2)c2c(n[nH]c2C)CC1(C)O (configuration not stated)	i	6
O=C(Nc1cccc(O)c1)c1cc(S(=O)(=O)N2CCCC2)ccc1Cl	i	-34
Cc1sc2nc(COC(=O)CNC(=O)c3ccc(C(C)(C)C)cc3)[nH]c(=O)c2c1C	i	-25
CCn1cc(CCC(=O)NCCc2ccccc2)c2ccccc21	i	-18
Cc1ccc(NC(=O)c2ccc(NCC3CCCO3)c([N+](=O)[O-])c2)cc1Cl (configuration not stated)	i	-24
CC1CN(C2=NC(=O)/C(=C/c3ccncc3)S2)CC(C)O1 (configuration not stated)	i	-6
CN(C)Cc1nc2ccccc2c(=O)n1Cc1nc(-c2cc3ccccc3o2)cs1	i	-27
O=C1COc2ccc3ccccc3c2CN1	i	-12
CCCCC1=CC2=CC(=O)C(C)(OC(=O)c3ccc(Cl)nc3)C(=O)C2=CO1 (configuration not stated)	i	-3
O=C(c1c(F)cccc1F)N(Cc1ccccc1)Cc1ccccc1	i	-26
CN(C(=O)C1CCC(CNS(=O)(=O)c2cccc3cccnc23)CC1)C1CCCCC1 (configuration not stated)	i	-13
NNC(=O)c1csc(-c2ncc(C(F)(F)F)cc2Cl)n1	i	-40
N#Cc1cc2c(nc1SCc1ccccc1)CCC2	i	-22
CS(=O)(=O)Cc1ccc(C(=O)NC2CCCc3ccccc32)cc1 (configuration not stated)	i	7
Next part:
SMILES	CHT allo act	OX1R antag
O=[N+]([O-])c1ccc(N2CCN(Cc3ccccc3)CC2)c(S(=O)(=O)N2CCOCC2)c1	i	-34
CCCNC(=O)COc1ccc2c(=O)c(Oc3ccccc3F)coc2c1	i	-9
Cc1c(Cl)c([N+](=O)[O-])nn1CC(=O)NCCCN1CCOCC1	i	2
O=C(CCN1CCN(c2ccccc2)CC1)NNC(=O)c1cccc2ccccc12	i	-24
O=C(CN1C(=O)C2C3c4ccccc4C(c4ccccc43)C2C1=O)Nc1cccc(C(=O)O)c1 (configuration not stated)	i	-5
Nc1cc(N)cc(-c2nc3ccccc3o2)c1	i	-20
CC(=O)n1cc(/C=N/NC(N)=S)c2ccccc21	i	-3
CSC1=C(C#N)C(c2ccc(C(C)C)cc2)CC(=O)N1 (configuration not stated)	i	-23
Cc1ccccc1NC(=O)CN1C(=O)NC(C)(CCc2ccccc2)C1=O (configuration not stated)	i	-18
O=C(COC(=O)C1=COCCO1)Nc1ncc(C(F)(F)F)cc1Cl	i	-7
NC(=O)c1c(NC(=S)Nc2ccc(F)cc2)sc2c1CCCC2	i	-25
COc1cc(C2Nc3ccccc3NC3=C2C(=O)CC(C)(C)C3)cc(OC)c1OC (configuration not stated)	i	-16
Cc1cccc(/C=N/NC(=O)Cn2nccc2C)n1	i	-3
COc1ccc(Cl)cc1NC(=O)/C=C\C(=O)O	i	-10
O=C(Nc1cccc(-c2cnc3ccccc3n2)c1)c1cccc(NC(=O)c2ccco2)c1	i	6
O=C(CCn1c(=O)[nH]c2ccccc2c1=O)N1CCN(c2cccc(C(F)(F)F)c2)CC1	i	-36
O=C(N/N=C/c1ccc(OC(=O)c2ccc(Br)cc2)cc1)c1ccncc1	i	-15
CC(OC(=O)Cn1cc(C(F)(F)F)ccc1=O)C(=O)NC(C)c1ccc(Cl)cc1Cl (configuration not stated)	/	-11
Cn1nnc(NC(=O)c2ccccc2)n1	i	-7
O=C(N/N=C/C=C/c1ccccc1)c1cccc(Br)c1	i	-11
CC(=O)N1CCN(C(=S)NC(=O)C23CC4CC(CC(C4)C2)C3)CC1	i	-12
O=C(CN(Cc1ccco1)C(=O)c1ccc(F)cc1)Nc1ccccc1Br	/	-11
Cc1nn(-c2ccccc2)c(N)c1-c1ccccc1	i	-17
CCOc1ccccc1/C=C/C(=O)NCC(=O)N1CCC(N(C)C2CCCCC2C)CC1 (configuration not stated)	i	-31
Cc1ccccc1NC(=O)Cc1nc(COC(=O)c2ccc(NC(N)=O)cc2)cs1	/	-20
O=C(CC1SC(=Nc2ccc(OC(F)F)cc2)N(CCN2CCOCC2)C1=O)Nc1ccc(F)cc1F (configuration not stated)	i	-20
O=C(CNS(=O)(=O)c1cccc(Br)c1)NCC1CCCCC1	i	-30
CCOCN(C(=O)Cn1cnc2ccccc21)c1c(C)cccc1CC	i	-22
CCC(C)N=C1CC(C)(C)CC(=O)/C1=C(/O)Cc1ccccc1 (configuration not stated)	i	-14
CC(C)n1c(SCC(=O)N2CCN(C(=O)c3ccco3)CC2)nc2c1c(=O)n(C)c(=O)n2C	i	-13
O=C(Nc1ccc(N2CCCC2)c(Cl)c1)c1cccnc1	i	-13
CCOC(=O)C1CCCN(C(=O)Cc2c(C(=O)O)[nH]c3ccccc23)C1 (configuration not stated)	i	-6
CCC(NS(=O)(=O)c1ccc(OC)cc1)C(=O)NCCc1ccccc1 (configuration not stated)	i	-28
O=C(NCCc1ccccc1)C1CCCN(S(=O)(=O)c2cccc3nsnc23)C1 (configuration not stated)	i	-25
O=C(NCCn1cc(SCC(=O)N2CCOCC2)c2ccccc21)c1ccccc1	i	0
Cc1cnc(NC(=O)Cc2cccs2)s1	i	-19
COC(=O)COc1nc(C)c(Br)c(OC)n1	i	-3
COCOc1ccc(C=O)c(O)c1	i	-17
CC(C)CC(=O)NC1(C(F)(F)F)C(=O)N(CC(C)C)C2=C1C(=O)CC(C)(C)C2 (configuration not stated)	i	-23
CCCCOc1ccc(-c2nc(-c3cccnc3)no2)cc1	i	-7
N/C(=N\OC(=O)CCCC(=O)O)c1ncc(C(F)(F)F)cc1Cl	i	0
Cc1ccc(NC(=O)CN(C)C(=O)Cc2c[nH]c3ccccc23)cc1	/	1
CCc1ccc(NSc2ccccc2[N+](=O)[O-])cc1	i	-2
COc1ccc(CC(=O)NNC2=Nc3cccc4cccc2c34)cc1	i	-15
C=CCN1C(=O)c2ccc(C(=O)OCC(=O)Nc3ccccc3OC)cc2C1=O	/	-9
Nc1ccc(NC(=O)c2ccc(C(=O)Nc3ccc(N)cc3)cc2)cc1	i	6
CCc1ccc(OC)c(S(=O)(=O)NCCOc2ccccc2)c1	i	-5
O=C(COc1ccccc1Cl)NNC(=O)Cn1[nH]c(=O)c2ccccc2c1=O	/	9
Cc1ccc(C(=O)CSc2cnc3ccccc3n2)cc1C	i	-8
COc1cc(C(=O)NC(=S)Nc2nccs2)cc(OC)c1OC	i	-34
NC(=O)C1(N2CCCCC2)CCN(C(=O)c2ccccc2)CC1	i	-16
Cc1ccc(/C=C2/Sc3ccccc3N(CC(=O)NCC3CCCO3)C2=O)cc1 (configuration not stated)	i	55*
O=C(N/N=C(\c1ccccc1)c1cccnc1)C(O)(c1ccccc1)c1ccccc1	i	-22
CCOC(=O)c1cnc(-n2nc(C)cc2C)nc1NNc1ncc(-c2ccccc2)cn1	i	-25
C/C(=N/NC(=O)c1cccs1)c1ccc(NC(=O)COc2ccc(Cl)cc2Cl)cc1	i	-16
COc1ccc(S(=O)(=O)N2CCN(c3c(C)cccc3C)CC2)cc1OC	i	-34
CN(CCOc1ccccc1)CC(=O)Nc1ccc(S(=O)(=O)N2CCCC2)cc1	i	-12
CCOCCn1c(CN2CCCC(C)C2)nc2c1c(=O)n(C)c(=O)n2C (configuration not stated)	i	-8
O=C(O)COCC(=O)NCc1csc2ccc(Cl)cc12	i	-2
Cc1ccc(Nc2nc(-c3sc(N)nc3C)cs2)cc1	i	/
CN1CCN(C(=O)N2c3ccccc3C=Cc3ccccc32)CC1	i	-12
O=C(Nc1ccccc1F)c1ccc(CSc2ccccc2)o1	i	-21
Cc1c2c(n3c(nc4ccccc43)c1C#N)N(CCCN(C)C)CC2	7*	-11
